GDH-TPI counter = counter-screen for M. tuberculosis FBA inhibitors: GDH-TPI coupled enzymes; 360,000 compounds, 1.2% hits; inhibition, % at 4.8 µM; GDH-TPI coupled enzyme counterscreen, NADH absorbance; in the data active means inhibition above about 30%;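 further: 0% = DMSO wells and 100% = wells lacking the enzyme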
BioA inh = inhibitors of Mycobacterium tuberculosis BioA enzyme. purified M. tuberculosis BioA enzyme, plate reader. inhibition, % at 9.99 µM. 360,000 compounds, 0.096% hits; in the data active means inhibition above about 40%
Vc quorum ag = quorum light induction in luxS cqsA deficient V. cholerae | activation, % at 18.7 µM | V. cholerae BH1578 lux reporter, luminescence, 6 h | 350,000 compounds, 0.16% hits; in the data active means activation mostly above about 9.7%, no sharp cut-off; further: not every result past the cut was called active; inactives centre near 0; reference of the scale not given here
Y pestis TopoI = blocks Yersinia pestis topoisomerase I activity | Y. pestis Topo-I cleavage product accumulation, plate reader | activity, % at 10 µM | 360,000 compounds, 0.064% hits | AID 504884; in the data active means activity above about 50%, passing the limit was not always enough; further: inactives centre near 2
UGM FP inh = inhibitors of M. tuberculosis UDP-galactopyranose mutase. purified UGM, fluorescence polarization probe displacement. inhibition, % at 10 µM. 320,000 compounds, 0.06% hits; in the data active means inhibition above about 10%, passing the limit was not always enough
Target sequence (P9WIQ1 whole entry, looked up): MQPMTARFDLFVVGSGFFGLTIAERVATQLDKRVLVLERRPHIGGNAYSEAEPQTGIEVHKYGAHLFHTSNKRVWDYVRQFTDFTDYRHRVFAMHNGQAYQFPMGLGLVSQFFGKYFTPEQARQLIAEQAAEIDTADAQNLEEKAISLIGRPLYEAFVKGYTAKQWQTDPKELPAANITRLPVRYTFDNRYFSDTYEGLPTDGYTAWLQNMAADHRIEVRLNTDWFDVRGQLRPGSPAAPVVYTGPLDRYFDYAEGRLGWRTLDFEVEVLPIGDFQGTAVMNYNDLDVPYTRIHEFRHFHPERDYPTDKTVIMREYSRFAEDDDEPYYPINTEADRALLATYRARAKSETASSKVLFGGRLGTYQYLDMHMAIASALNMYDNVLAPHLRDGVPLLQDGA
TcdB inh = inhibitors of Clostridioides difficile toxin B glycohydrolase. P18177. TcdB glycohydrolase enzymatic assay, plate reader. 350,000 compounds, 0.24% hits. inhibition, % at 9.99 µM; in the data active means inhibition above about 10%
PfHsp40 rescue = restores yeast growth despite PfHsp40 toxicity. S. cerevisiae expressing PfHsp40, growth rescue, ATP luminescence. growth rescue, % at 12.5 µM. 340,000 compounds, 0.68% hits. AID 504582; in the data active means growth rescue above about 28%, passing the limit was not always enough;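 further: yeast W303a lacking pdr1 and pdr3 grown in galactose medium; growth measured after three days at 30 °C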
FBA Mtb inh = inhibitors of M. tuberculosis fructose-bisphosphate aldolase | purified M. tuberculosis FBA, fluorescence read-out | inhibition, % at 1 µM | 360,000 compounds, 2.3% hits | AID 588726; in the data active means inhibition above about 27%;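 further: 0% = vehicle and 100% = reference inhibitor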
Target sequence (P9WQA3 whole entry, looked up): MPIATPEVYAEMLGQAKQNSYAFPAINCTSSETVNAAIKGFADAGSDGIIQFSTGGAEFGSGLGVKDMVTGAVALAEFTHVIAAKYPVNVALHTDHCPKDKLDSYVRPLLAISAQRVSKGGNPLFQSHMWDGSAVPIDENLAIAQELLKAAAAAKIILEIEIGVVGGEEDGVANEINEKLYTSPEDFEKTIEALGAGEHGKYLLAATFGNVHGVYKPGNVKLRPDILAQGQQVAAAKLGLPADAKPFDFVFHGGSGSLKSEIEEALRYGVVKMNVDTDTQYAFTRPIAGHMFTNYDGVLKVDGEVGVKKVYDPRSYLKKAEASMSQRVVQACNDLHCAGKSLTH
FadD28 FP inh = inhibitors of Mycobacterium tuberculosis FadD28 bisubstrate binding; 360,000 compounds, 0.22% hits; AID 588549; FadD28 bisubstrate probe binding, fluorescence polarization; inhibition, % at 12.5 µM; in the data active means inhibition above about 8.5%, passing the limit was not always enough
Numbers without * were called inactive; i = inactive; . = not tested or not shown.

SMILES	GDH-TPI counter	BioA inh	Vc quorum ag	Y pestis TopoI	UGM FP inh	TcdB inh	PfHsp40 rescue	FBA Mtb inh	FadD28 FP inh
O=C(NCC1CCCO1)c1ccc(C(=O)NCC2CCCO2)cc1 (stereo unspecified)	12	.	i	-11	1.4	.	-0.4	2	1.5
COc1ccc(NS(=O)(=O)c2ccc3oc(Nc4ccc5c(c4)OCCO5)nc3c2)cc1	9	-0.1	i	-16	-1.0	.	4.1	0	6.5
O=C(CCS(=O)(=O)c1ccccc1)NCc1ccccc1	6	-1.7	-0.8	-12	4.5	0.4	0.1	1	-0.4
O=C(COc1ccccc1)Nc1ccc(Cl)cn1	5	-0.1	-0.4	-1	-0.6	0.4	0.6	0	-2.8
COc1ccc(O)c(C(=O)C2c3ccccc3C(=O)N2c2ccc(C)cc2)c1 (stereo unspecified)	9	-2.2	-0.2	-10	0.2	-1.4	2.7	0	-0.5
CCc1ccc(CN2CCC(C(=O)Nc3ccc(-n4nc(C)cc4C)cc3)CC2)o1	0	0.4	-3.1	17	2.4	-6.8	0.3	2	-0.2
CCOC(=O)c1ccccc1NC(=O)[C@@H]1CCCN1C(=O)OC(C)(C)C	2	-1.1	i	3	-1.0	0.4	0.6	3	-2.8
CC(C)Cc1nnc(NS(C)(=O)=O)s1	-11	-0.2	.	3	-0.4	.	0.0	-3	-3.4
COc1ccc(CCN(C)C2CCCN(C(=O)CCC(F)(F)F)C2)cc1OC (stereo unspecified)	-1	4.8	i	-2	0.5	-0.6	-1.5	-2	-4.2
Cc1ccc2c(c1)C1CN(C)CCC1N2C(=O)COc1ccc(N(C)C(=O)C(C)(C)C)cc1 (stereo unspecified)	6	.	i	13	0.0	0.9	-0.9	-1	-2.1
CCOc1ccc(NC(=S)N(C)C)cc1	-6	-3.3	i	4	-1.2	0.1	9.1	-1	-3.9
COc1ccccc1N1CCN(C2CCCN(Cc3cc(F)cc(F)c3)C2)CC1 (stereo unspecified)	1	-0.6	i	1	3.0	0.1	1.1	7	-0.4
O=S(=O)(Nc1cccc2ccccc12)c1ccccc1F	-1	0.3	-0.2	2	-0.5	5.7	0.0	0	-0.6
Cc1cccc(OCC(=O)Nc2cc(Cl)ccc2-n2cncn2)c1C	2	-0.8	2.7	24	-0.1	1.5	0.9	-2	0.7
CCn1c(SCC(=O)NC2CC2)nnc1-c1ccc(OC)cc1	18	-0.9	i	3	2.8	0.7	0.1	0	-1.9
COc1cc(NC(=O)CN2C(=O)COc3ccc(S(=O)(=O)N4CCCCC4)cc32)cc(OC)c1	7	-0.8	-0.3	9	-2.1	-0.1	2.0	0	-7.2
CC(C)N(Cc1ccccc1)C(=O)c1ccc2c(c1)OCO2	2	-0.5	i	-2	-2.9	-0.8	-0.5	2	-2.6
CC1(C2CC2)NC(=O)N(CC(=O)Nc2ccc(Cl)c([N+](=O)[O-])c2)C1=O (stereo unspecified)	4	0.2	i	-8	3.3	0.4	-0.4	-3	-1.9
CN1C(=O)/C(=C/C=C2\SCCN2C)N(C)C1=S	-3	2.7	-0.4	-1	.	0.6	1.9	-21	0.1
Cc1ccc(C)n1-n1c(C)nc2scc(-c3ccccc3)c2c1=O	-7	2.3	-0.1	14	0.4	.	1.7	-1	-4.5
COc1cc(/C=N/Nc2nc(Nc3ccc(C)cc3)nc(-n3nc(C)cc3C)n2)cc(OC)c1OC	12	.	-0.3	12	-0.9	.	-0.1	2	-1.6
O=C(O)CCCC(=O)N1CCc2cc(S(=O)(=O)NCc3ccc(F)cc3)ccc21	-5	.	i	-8	-2.3	0.3	-0.7	1	2.9
COc1cc(OC)c2cc[nH]c2c1	4	.	3.4	-2	-0.7	0.8	0.0	-1	0.7
CC(=O)c1c(C)[nH]c(C(=O)COc2ccc3c(C)cc(=O)oc3c2)c1C	3	-0.3	i	1	1.5	-0.7	0.5	4	-3.2
COc1cc(OC)cc(C(=O)N[C@H](C(=O)NC2=NCCS2)C(C)C)c1	-1	1.2	i	0	1.0	0.6	-1.1	-1	.
CC(=O)OCCN(C)c1cc(SC(C)C)c2nonc2c1[N+](=O)[O-]	11	.	-0.3	2	0.4	-0.6	0.6	-12	0.0
COC(=O)c1cc(C)sc1NC(=O)C1CC=CCC1C(=O)O (stereo unspecified)	-7	-1.0	i	-8	-1.0	-3.8	0.3	-4	-2.3
CCOC(=O)Cc1c(C)[nH]c(=S)[nH]c1=O	-8	-1.1	17*	0	-2.2	.	-0.5	-1	-2.9
Cc1ccc(-n2ncc3c(N4CCC(C(N)=O)CC4)ncnc32)c(C)c1	4	-1.4	i	1	0.2	.	-1.1	2	-1.8
CCCCCCOC(=O)c1ccc(OC(=O)c2cccnc2)cc1	-2	0.2	i	13	-2.1	.	7.2	-3	-0.5
CC(C)c1cc(CNC(=O)CCc2nnc(CCCc3ccccc3)o2)on1	-4	.	-0.2	1	-0.3	0.9	0.3	0	-3.1
COc1ccc(N2C(=O)C(CC(=O)Nc3ccc(F)cc3)N(CCc3ccc(OC)c(OC)c3)C2=O)cc1 (stereo unspecified)	-3	2.4	i	0	3.2	0.1	1.1	0	-4.7
O=C(CSc1ncccn1)N1CCC(Cc2ccccc2)CC1	3	.	i	15	-1.4	0.8	11	1	-22
Cc1ccn2cc(CCNC(=O)CC(C)(C)C)nc2c1	-2	-0.8	1.4	0	4.4	.	0.3	27*	-3.5
COC(=O)c1cccc(-n2c(C)cc(C=O)c2C)c1	0	.	-0.2	-3	-0.8	1.8	0.6	1	-1.9
N#CCS(=O)(=O)c1ccccc1	-3	0.7	i	8	-0.1	1.1	-1.3	1	-1.7
CCOC(=O)Cn1cnc2c(sc3nc(C)cc(C)c32)c1=O	4	.	-0.2	2	1.3	-1.1	-0.5	2	-0.1
O=C(COC(=O)Cc1ccsc1)Nc1ccc(Cl)cc1F	4	.	.	3	1.3	-1.0	0.6	-3	-0.3
COc1ccccc1NC(=S)N1CCCc2ccccc21	-4	1.2	-0.4	4	-3.2	-4.9	0.6	2	0.0
Cc1cc(C)c(C#N)c(SCC(=O)NN2CC(=O)N(c3ccccc3F)CC2=O)n1	7	.	2.8	11	-0.3	.	0.1	3	0.3
CC1(C)Oc2ccc3ccc(=O)oc3c2/C(=C/Nc2ccc(O)cc2)C1=O	9	-1.3	0.8	7	1.0	2.2	1.3	10	-0.3
O=C(CSc1nc(=O)n(CCCN2CCOCC2)c2c1CCC2)Nc1ccc(F)cc1F	7	.	-0.5	17	0.7	-11	0.1	1	-0.5
O=C(C1CCN(Cc2nc(Cc3cccc(F)c3)no2)CC1)N1CCOCC1	-8	.	i	0	1.2	0.4	0.2	-1	-3.1
C1CN(c2nc3nonc3n3nnnc23)CCO1	15	0.8	1.3	1	-1.8	.	-1.2	-4	-0.6
O=C(Nc1nc(-c2ccc(F)cc2)cs1)c1cnccn1	11	.	2.4	9	4.3	1.0	-1.1	0	3.4
Cc1ccc(S(=O)(=O)N(C)C)cc1NC(=O)c1cc(C(C)(C)C)nn1Cc1ccccc1	-3	.	-0.4	32	-1.7	1.5	2.4	0	-2.6
CC(C)Cn1c(C(C)C)nc([N+](=O)[O-])c1Sc1ccc(Cl)cn1	-1	.	i	0	4.3	.	0.1	-3	-1.6
OC(CNCC(c1ccco1)N1CCCCC1)c1ccccc1 (stereo unspecified)	21	.	7.1	11	-0.6	.	0.7	-2	-0.3
Nc1nc(-c2ccccn2)nc(N)c1Cc1ccccc1F	0	.	-0.3	-12	0.0	1.0	-2.0	7	-3.6
CCOC(=O)c1cccc(NC(=O)c2cc3ccccc3o2)c1	16	5.1	0.7	-4	3.1	0.1	4.7	2	-2.4
CN1CCC(N(C)C(=O)COc2ccc(S(=O)(=O)N3CCOCC3)cc2)CC1	5	-0.7	-0.2	-2	-3.5	-0.6	0.9	-3	-2.6
C/C(CC(=O)Nc1ccccn1)=N\NC(=O)C(=O)Nc1cccc(C)c1	2	-0.9	i	2	-0.9	.	-1.5	6	-5.1
CCNC(=S)N/N=C(\C)c1cccc([N+](=O)[O-])c1	13	.	-3.0	-4	-1.2	1.1	-0.2	19	-0.9
COc1ccccc1NC(=O)c1ccc([N+](=O)[O-])cc1[N+](=O)[O-]	10	.	0.5	-5	-1.0	0.7	1.5	-2	2.3
O=C(CNC(=O)c1ccco1)NCC(c1ccco1)N1CCCCC1 (stereo unspecified)	-6	-1.1	i	4	3.4	1.7	-0.6	-3	-3.4
Cc1ccccc1S(=O)(=O)Cc1ccc(C(=O)NCCCN(C)Cc2ccccc2)o1	-3	0.5	-0.2	0	-0.7	1.0	0.3	2	0.3
CC(=O)Nc1nc(SCC(=O)Nc2nnc(C)s2)[nH]c(=O)c1NC(=O)c1cccs1	1	-0.8	1.1	4	-2.2	0.7	0.2	-3	-4.5
COc1ccc(NC(=O)C(=O)NCCN2CCN(C(=O)c3ccc(C(C)(C)C)cc3)CC2)cc1	1	-1.8	-0.2	16	-1.5	-0.2	0.0	-1	-0.1
CC(=O)c1c(-c2ccc(C)cc2)nc2c3ccccc3ccn12	6	.	-0.3	23	-0.9	0.8	0.0	-4	-4.7
O=C(OCc1ccccc1F)c1cc([N+](=O)[O-])ccc1N1CCOCC1	2	-0.5	i	23	.	0.8	5.7	-2	-1.2

(more compounds)
SMILES	GDH-TPI counter	BioA inh	Vc quorum ag	Y pestis TopoI	UGM FP inh	TcdB inh	PfHsp40 rescue	FBA Mtb inh	FadD28 FP inh
CCCCCCN1C[C@@H](O)[C@H](n2cc(-c3ccc(F)cc3)nn2)C[C@@H]1c1ccccc1	-4	.	-0.3	11	.	1.5	.	-1	-1.0
CN(CC(=O)NCCc1ccc(S(N)(=O)=O)cc1)CC(=O)Nc1ccccc1Cl	3	-0.6	-1.2	-1	2.6	3.1	-2.3	-3	0.9
Nc1ccn([C@@H]2O[C@H](CNC(=O)[C@H]3CCC(=O)N3)[C@@H](O)[C@H]2O)c(=O)n1	8	.	-0.2	3	.	-0.1	.	1	-1.9
c1ccc2c(c1)Sc1cnccc1N2CC1CO1 (stereo unspecified)	8	0.7	3.3	17	.	1.8	.	-1	-6.0
CC1Cc2ccccc2N1S(=O)(=O)c1cccc(C(=O)NNC(=O)c2ccccc2F)c1 (stereo unspecified)	1	-0.7	-0.6	6	1.0	-1.2	-0.9	1	-4.5
CCOc1ccc(N=C(NC#N)SC)cc1	-7	-0.3	i	-6	-3.2	.	-1.5	0	-2.3
CCOC(=O)C1CCN(S(=O)(=O)c2ccc(OC)c(Cl)c2)CC1	2	.	-0.8	2	5.5	1.2	-0.5	-2	-1.0
O=C(CC1CS(=O)(=O)CC1CC(=O)Nc1ccc2c(c1)OCCO2)Nc1ccc2c(c1)OCCO2 (stereo unspecified)	1	-0.2	-0.4	3	-0.6	-0.3	-0.2	2	-1.1
N#Cc1c2ccc([N+](=O)[O-])cc2[n+]([O-])n1-c1ccccc1	1	-1.6	2.4	-8	-1.0	-0.4	8.1	-1	-3.0
CCC(c1nnnn1C(C)(C)CC)N1CCN(c2ccccc2F)CC1 (stereo unspecified)	6	-1.5	i	1	0.7	0.3	-1.9	-2	-0.2
O=C(/C=C/c1cccc(Cl)c1)NCCCN1CCOCC1	-7	-0.9	i	0	0.0	-0.4	-0.6	-1	-4.2

In the list so far, these have a thiophene ring, fused or not.
SMILES	GDH-TPI counter	BioA inh	Vc quorum ag	Y pestis TopoI	UGM FP inh	TcdB inh	PfHsp40 rescue	FBA Mtb inh	FadD28 FP inh
Cc1ccc(C)n1-n1c(C)nc2scc(-c3ccccc3)c2c1=O	-7	2.3	-0.1	14	0.4	.	1.7	-1	-4.5
COC(=O)c1cc(C)sc1NC(=O)C1CC=CCC1C(=O)O (stereo unspecified)	-7	-1.0	i	-8	-1.0	-3.8	0.3	-4	-2.3
CCOC(=O)Cn1cnc2c(sc3nc(C)cc(C)c32)c1=O	4	.	-0.2	2	1.3	-1.1	-0.5	2	-0.1
O=C(COC(=O)Cc1ccsc1)Nc1ccc(Cl)cc1F	4	.	.	3	1.3	-1.0	0.6	-3	-0.3
CC(=O)Nc1nc(SCC(=O)Nc2nnc(C)s2)[nH]c(=O)c1NC(=O)c1cccs1	1	-0.8	1.1	4	-2.2	0.7	0.2	-3	-4.5

High-throughput results as filed in PubChem BioAssay.

No enrichment for hits; any-hit rate near 4.6%.
